# HCT116 bCat-KO: primary screen for growth suppressors in beta-catenin knockout HCT116 cells (colon tumor, human); HCT116 beta-catenin knockout viability, CellTiter-Glo, 60 h; stronger effect = lower value; viability, % at 10 µM; 1.5% of 140,000 active;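 active = viability at or under a set limit, the compound median less 4 SD, cut at about 6% in these data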;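 also: 0% = Hyamine 1622 control at 20 µM and 100% = untreated cell control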
# MRP1 act: H69AR viability gain despite doxorubicin, primary screen, MRP-1 activator project, H69AR cells, CellTiter-Glo. viability rescue. 0.61% of 140,000 active. AID 799, 2007. viability increase, % at 10 µM;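 active = viability gain under doxorubicin at or above a set limit, the compound median plus 3 SD, cut at about 4.7% in these data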;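 also: MRP-1 overexpressing cells given doxorubicin 25 µM after compound pretreatment; 18-22 h compound pretreatment then 72 h with doxorubicin before readout; 0% = doxorubicin-only wells and 100% = vehicle-treated cells without doxorubicin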
# Phagocytosis inh: inhibitors of macrophage phagocytosis, primary screen, imaging, J774A.1 cells, IgG beads. inhibition, % at 5 µM. J774A.1 macrophage IgG-bead phagocytosis. 0.07% of 110,000 active;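 active = inhibition above the mean of the plate negative controls plus 5 SD, cut at about 13% in these data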;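 also: phagocytic index as fraction of beads internalized from green versus red external bead signal; plate controls were DMSO negative control for no effect and cytochalasin-D positive control for full effect; some results beyond the cut were filed as inactive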
# GALR2 blocker: GALR2 antagonists in receptor-expressing cells, primary screen. antagonist mode. inhibition, % at 4 µM. 0.39% of 140,000 active. AID 828, 2007; in the data active = inhibition above about 27%;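 also: cells stimulated with galanin 1-16 at roughly its EC80; 0% = agonist challenge control and 100% = basal control without agonist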
# Target sequence (O43603 whole entry, looked up): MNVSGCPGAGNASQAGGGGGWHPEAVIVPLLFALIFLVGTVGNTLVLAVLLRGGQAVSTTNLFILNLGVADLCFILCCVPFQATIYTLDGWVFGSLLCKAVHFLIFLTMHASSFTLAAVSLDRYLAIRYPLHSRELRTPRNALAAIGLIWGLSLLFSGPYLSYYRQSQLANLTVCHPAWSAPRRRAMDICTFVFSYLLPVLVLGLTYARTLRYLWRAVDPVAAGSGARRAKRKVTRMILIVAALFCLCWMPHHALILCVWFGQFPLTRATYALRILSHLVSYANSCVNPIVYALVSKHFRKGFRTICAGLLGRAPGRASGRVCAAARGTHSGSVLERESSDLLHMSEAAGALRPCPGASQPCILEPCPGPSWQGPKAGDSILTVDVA
# Measles CPE: compounds protecting cells from measles virus cytopathic effect, primary screen, measles RdRp inhibitor project, single point, MLSMR library, absorbance; Measles virus-infected cells, CPE protection; protection (pct of control), % at 4 µM; 1.5% of 140,000 active; AID 841, 2007; in the data active = protection mostly above about 24%, no sharp cut-off; inactive = mostly below about 26%; also: some compounds called inactive have numbers as strong as hits
# Yeast growth inh: growth inhibitors of yeast BB579 in restrictive medium, primary screen, yeast lifespan-shortening project, S. cerevisiae | 0.51% of 140,000 active | OD615, 48 h | AID 804, 2007 | inhibition, % at 10 µM;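 active = inhibition above a set limit, 3 SD over the mean compound inhibition, cut at about 44% in these data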; also: inactives centre near -24
#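 System: Saccharomyces cerevisiae DeaD strain BB579, replicative lifespan model yeast | Buffer or medium: Restrictive glucose-based CSMM-D medium | Times: 4 h preincubation and 48 h exposure at 30 °C | Detection: OD615 turbidity measurement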
# NPY Y2 blocker: NPY-Y2 receptor antagonists, primary screen, cell-based; Neuropeptide Y receptor type 2 (Homo sapiens), P49146; NPY-Y2 expressing cells, antagonist mode; inhibition, % at 2.7 µM; 0.99% of 140,000 active; AID 793, 2007; in the data active = inhibition above about 17%;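 also: 0% = vehicle with agonist challenge and 100% = reference antagonist with challenge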
# Target sequence (P49146 whole entry, looked up): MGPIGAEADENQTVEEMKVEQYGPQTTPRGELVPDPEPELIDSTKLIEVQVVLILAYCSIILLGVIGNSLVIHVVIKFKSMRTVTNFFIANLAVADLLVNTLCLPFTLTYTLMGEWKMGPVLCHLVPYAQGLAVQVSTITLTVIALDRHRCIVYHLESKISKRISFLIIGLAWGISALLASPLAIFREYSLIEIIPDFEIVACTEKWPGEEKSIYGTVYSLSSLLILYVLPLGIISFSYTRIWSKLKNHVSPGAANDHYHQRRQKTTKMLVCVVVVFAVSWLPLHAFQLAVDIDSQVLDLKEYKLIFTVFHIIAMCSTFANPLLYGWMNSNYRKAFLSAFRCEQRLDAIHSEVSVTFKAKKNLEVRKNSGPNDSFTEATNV
# E-sel TNF inh: E-selectin induction blockers in HUVEC – imaging, immunofluorescence, high content, primary screen; HUVEC TNFa-induced E-selectin immunofluorescence; inhibition, % at 2 µM; 0.71% of 120,000 active;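 active = inhibition above the batch mean plus 3 SD, and confirmed as a hit on visual image review, cut at about 43% in these data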;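 also: 0% = TNF-stimulated DMSO wells and 100% = unstimulated control wells; not every result past the cut was called active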
# Yeast life ext: compounds extending yeast replicative lifespan, primary screen, S. cerevisiae, OD615. 0.68% of 130,000 active. inhibition of the nicotinamide effect, % at 10 µM. S. cerevisiae growth with nicotinamide; deaD strain in restrictive glucose medium;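 active = inhibition above a set limit, placed 3 SD over the median of all compounds, cut at about 26% in these data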;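 also: 0% = nicotinamide-treated wells and 100% = cells grown without nicotinamide; some compounds called inactive have numbers as strong as hits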
#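 Test system: DeaD-strain S. cerevisiae / Buffer or medium: restrictive glucose medium / Also added: nicotinamide 1.5 mM / Doses: one concentration, 10 µM, DMSO 0.25% / Schedule: 48 h at 30 °C / Signal: OD615 measurement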
# HCT116 PTEN-null: growth suppression of PTEN-null HCT116, primary screen, cell-based, CellTiter-Glo | HCT116 PTEN-null viability, 60 h; stronger effect = lower value | viability, % at 10 µM | 1.2% of 140,000 active | AID 827, 2007;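 active = viability at or below a set limit, 4 SD under the median of all tested compounds, cut at about 3.7% in these data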;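 also: PTEN knockout HCT116 line with beta catenin targeted HCT116 as companion control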
# The depositor's hits bear a star; x = no result given. The list is partial; rates above refer to the full screens.
SMILES,HCT116 bCat-KO,MRP1 act,Phagocytosis inh,GALR2 blocker,Measles CPE,Yeast growth inh,NPY Y2 blocker,E-sel TNF inh,Yeast life ext,HCT116 PTEN-null
CC(=O)c1ccc(OC(NC(=O)c2ccco2)C(Cl)(Cl)Cl)cc1 (stereo not drawn),90,-0.5,x,-1,6,2,3,16,-13,89
CN1CCN(c2cc(N3CCCC3)c([N+](=O)[O-])cc2F)CC1,94,-1.1,-2,-2,6,-23,4,-21,-3,88
CC(Cc1ccccc1)NC(=O)/C=C/c1ccc(Cl)cc1 (stereo not drawn),92,2.3,-9,2,5,-8,3,-31,-4,92
CCOC(=O)C1C2c3ccccc3O[C@@]1(C)N=C1SCC(=O)N12 (stereo partly drawn),101,-0.4,0,0,x,-61,-1,-1,-16,102
O=c1c2ccccc2nc(-c2ccco2)n1-c1nccs1,99,-3.5,-4,-2,5,-28,3,5,-15,91
Cc1ccccc1NC(=S)NC(NC(=O)CF)C(Cl)(Cl)Cl (stereo not drawn),105,-2.1,-8,4,4,-16,1,8,0,97
COc1ccc(NC(c2ccccc2F)P(=O)(Oc2ccccc2)Oc2ccccc2)cc1 (stereo not drawn),86,-3.9,-11,-9,9,-38,6,-15,12,79
N#Cc1ccccc1Cn1cc(C(=O)c2cccs2)c2ccccc21,87,-3.5,1,3,5,-17,7,-37,-21,78
N#Cc1c(/N=C/c2c(O)n(Cc3ccco3)c(=O)[nH]c2=O)sc2c1CCCC2,93,-2.4,x,7,19,-49,3,22,-24,87
Cc1cccc(N2C(=O)NC(=O)/C(=C\c3cnn(-c4ccccc4)c3)C2=O)c1,90,-0.6,x,-11,2,-39,0,13,4,86
COc1cccc(NP(=O)(Oc2ccc(Cl)cc2)Oc2ccc(Cl)cc2)c1,42,-3.8,-9,6,8,-29,15,x,4,39
Cc1ccc(-c2nc3ccccc3c(=O)n2-c2nccs2)cc1,83,-3.7,x,-9,12,-9,1,1,-5,88
O=C1CN=C(c2cccs2)c2c(sc3c2CCCC3)N1,25,-3.7,x,5,0,-51,8,-23,-9,26
Cc1nn(Cc2ccccc2Cl)c(C)c1C(=O)OCC(=O)NC1CCS(=O)(=O)C1 (stereo not drawn),93,-0.2,3,-3,6,-50,7,x,4,90
CCC(=NCc1ccc(F)cc1)c1c(O)n(C)c(=O)n(C)c1=O,77,-0.5,-1,0,6,-41,3,13,-11,71
CC(C)N1C(=O)NC(=O)C2(Cc3cc([N+](=O)[O-])ccc3N(C)C2c2ccccc2)C1=O (stereo not drawn),63,-4.1,-3,12,2,-6,3,x,-7,60
COc1ccc(CCC(C)NCCc2ccccc2)cc1 (stereo not drawn),75,-4.7,x,-1,6,-13,4,-11,1,73
COc1ccc(CCC(=O)N2CCC3(CC2)OCCO3)cc1,94,-1.2,9,2,27,-36,0,-9,-8,86
CC(C)CCOC(=O)c1c(N)n(CC2CCCO2)c2nc3ccccc3nc12 (stereo not drawn),42,-4.2,1,-1,16,-30,9,-9,-28,44
CCCc1[nH]nc2c1C1(C(=O)N(CC(N)=O)c3ccccc31)C(C(=O)OC)=C(N)O2 (stereo not drawn),80,-0.6,0,-1,12,-38,-2,14,3,95
O=C(O)c1c[nH]c2ccc(S(=O)(=O)N(CCCl)CCCl)cc12,96,-0.1,x,-2,24,-52,-2,x,-6,115
CCC(=NCCO)c1c(O)n(-c2ccccc2)c(=O)[nH]c1=O,88,-0.7,0,-2,1,-14,2,x,-5,92
O=C(/C=C/c1ccc2c(c1)OCO2)c1c(O)n(CCC2=CCCCC2)c(=O)[nH]c1=O,27,-5.4,-4,5,11,-32,2,x,23,17
O=C1NC(=O)C(=Cc2ccc(OCC(=O)N3CCOCC3)cc2)C(=O)N1,98,-1.8,3,0,14,-33,2,6,-1,96
CCCC/C(C)=C/[C@@H](NP(=O)(c1ccccc1)c1ccccc1)c1ccccc1,61,-1.8,x,-1,9,-44,27*,12,15,64

# The listing continues:
SMILES,HCT116 bCat-KO,MRP1 act,Phagocytosis inh,GALR2 blocker,Measles CPE,Yeast growth inh,NPY Y2 blocker,E-sel TNF inh,Yeast life ext,HCT116 PTEN-null
COc1ccc(OC)c2c1CCC1NCCOC21 (stereo not drawn),105,-1.3,0,0,5,-28,5,-6,2,87
C/C(=N\N1CCCCCC1)c1c(O)n(-c2ccccc2)c(=O)[nH]c1=O,93,-0.5,x,3,6,-19,1,x,9,96
C=CCOC(=O)C1=C(C)OC(N)=C(C#N)[C@@]12C(=O)N(CC(N)=O)c1ccccc12,93,0.6,0,-5,16,-7,-2,28,3,108
O=C(Nc1cccc(Cl)c1)c1c(O)c2c(n(Cc3ccccc3)c1=O)CCCC2,83,5.6*,-1,-3,1,-16,5,17,0,88
CCC(=NCCO)c1c(O)n(C2CCCCC2)c(=O)[nH]c1=O,101,-1.0,0,-9,8,-12,2,x,-2,109
O=c1[nH]c(=O)n(-c2cccc3ccccc23)c(O)c1C=NCCCn1ccnc1,96,-0.2,0,5,5,-6,0,-9,-8,98
Cc1ccc2c(c1)N(CCC(=O)N1CCC3(CC1)OCCO3)C(=O)C(C)O2 (stereo not drawn),107,-3.4,x,3,33,-11,-1,-7,-15,111
O=P(C(Cl)Cl)(N1CCCCC1)N1CCCCC1,91,-1.4,-1,10,14,-24,1,-17,-11,97
O=C(COc1ccccc1)c1cn(Cc2ccccc2)c2ccccc12,76,-2.4,-6,5,5,-25,7,x,0,67
CCCCN1C(=O)NC(=O)/C(=C/c2cnc(SC)nc2)C1=O,99,-1.3,0,-12,51*,-21,0,-32,16,96
Cc1ccc(-n2c(C)cc(/C=C3/C(=O)NC(=O)N(C)C3=O)c2C)cc1,83,-1.1,-2,14,4,-26,1,-7,5,102
C1CNC2NCCNC2N1 (stereo not drawn),102,1.2,-1,1,3,-1,4,-9,-7,98
CCCCC(C)C(OC(=O)CC(CC(=O)O)C(=O)O)C(CC(C)CC(O)CCCCC(O)CC(O)C(C)N)OC(=O)CC(CC(=O)O)C(=O)O (stereo not drawn),93,1.3,x,1,12,-17,0,x,-3,103
O=C(CNC1CCCCC1)N1CCC2(CC1)OCCO2,89,-1.6,-1,-1,19,12,3,4,-9,96
CCN1CCN(S(=O)(=O)c2cnc(Cl)c(Br)c2)CC1,63,-3.2,-11,-2,9,-36,-1,-31,-1,63
O=C1C2CCCN2C(c2ccc(Cl)cc2)N1c1ccccn1 (stereo not drawn),92,-1.5,-2,9,7,-23,6,46,4,96
O=P(N[C@@H](c1ccccc1)[C@@H]1C[C@H]1CO)(c1ccccc1)c1ccccc1,93,-1.1,x,8,20,-7,2,-14,0,94
CCOc1cc(C2C(C#N)=C(N)Oc3c2c(=O)oc2ccccc32)ccc1OC(=O)c1cccs1 (stereo not drawn),99,0.7,3,-8,11,-24,-1,x,5,97
O=C(COc1ccccc1)N1CCN(CC(O)COc2ccccc2)CC1 (stereo not drawn),123,0.3,1,-1,4,-45,0,x,23,99
O=c1[nH]c(=O)n(-c2ccc(Cl)cc2)c(O)c1C=Nc1ccc(S(=O)(=O)Nc2nccs2)cc1,93,2.4,2,6,3,-52,1,x,2,96
COc1ccc(CN2CCN(Cc3ccccc3)CC2)c(OC)c1,73,-2.0,0,11,10,-13,1,-12,x,79
C=CCn1c(O)c(C(C)=Nc2cc(OC)ccc2OC)c(=O)[nH]c1=O,108,-0.6,1,3,3,-85,2,5,-9,88
Cn1c(O)c(C=NC2CC(C)(C)NC(C)(C)C2)c(=O)n(C)c1=O,94,-1.0,-2,-9,1,-42,-3,x,-4,91
CN(C(=O)CNC(=O)OCc1ccccc1)c1ccc(Br)cc1C(=O)c1ccccc1Cl,13,-3.9,5,-7,12,-68,18*,-11,4,15
CC(=NCc1cccnc1)c1c(O)n(C2CCCCC2)c(=O)[nH]c1=O,107,-0.1,-1,0,9,-61,0,-11,0,97

# The last three records of the part above come first, to join the parts.
SMILES,HCT116 bCat-KO,MRP1 act,Phagocytosis inh,GALR2 blocker,Measles CPE,Yeast growth inh,NPY Y2 blocker,E-sel TNF inh,Yeast life ext,HCT116 PTEN-null
Cn1c(O)c(C=NC2CC(C)(C)NC(C)(C)C2)c(=O)n(C)c1=O,94,-1.0,-2,-9,1,-42,-3,x,-4,91
CN(C(=O)CNC(=O)OCc1ccccc1)c1ccc(Br)cc1C(=O)c1ccccc1Cl,13,-3.9,5,-7,12,-68,18*,-11,4,15
CC(=NCc1cccnc1)c1c(O)n(C2CCCCC2)c(=O)[nH]c1=O,107,-0.1,-1,0,9,-61,0,-11,0,97
CCCCOC(=O)C1=C(N)OC2=C(C(=O)CCC2)[C@]12C(=O)Nc1ccccc12,111,-1.2,-3,0,2,-38,4,-24,-16,100
CN1CCCC(C(=O)c2ccccc2)C1 (stereo not drawn),95,0.6,x,3,51,-28,-1,-21,-9,97
CC(C)CNC(=O)c1c(N)n(Cc2ccco2)c2nc3ccccc3nc12,77,-4.8,-2,-24,4,-33,3,-7,-4,69
COc1ccc(C2SCC(=O)Nc3c2c(=O)[nH]n3C2CCCCCC2)cc1OC (stereo not drawn),76,-1.8,1,11,7,-18,2,-32,29*,81
CCOc1cccc(N2C(=O)CC(=O)NC2=O)c1,92,-0.1,-1,-23,9,-73,2,5,-1,105
O=C(Nc1ccc(Cl)cc1)Nc1nccs1,20,-3.0,x,14,6,-11,3,-2,-23,36
O=C(N/N=C/c1c(O)n(Cc2ccccc2)c(=O)[nH]c1=O)c1ccccc1,70,0.1,-13,-11,3,-6,2,x,-4,64
Nc1ccc(C(=O)N/N=C2/CN3CCC2CC3)cc1,100,0.5,0,-9,2,-20,1,-12,1,96
CCN(CC)CCN=Cc1c(O)n(Cc2ccccc2)c(=O)[nH]c1=O,94,1.2,104*,-2,6,0,2,-21,-4,x
CCC(=O)N1CCN(CCN=Cc2c(O)n(C)c(=O)n(C)c2=O)CC1,95,-1.0,0,-6,7,-5,0,x,-7,91
CCOP(=O)(OCC)C(NC(=O)c1ccccc1Cl)=C(Cl)Cl,95,-0.7,0,4,0,-45,2,20,-5,96
c1ccc(-c2[nH]c[n+](CC3CO3)c2-c2ccccc2)cc1 (stereo not drawn),82,-2.1,-5,7,7,-24,2,7,5,88

# An excerpt from above, showing only HCT116 PTEN-null, Yeast life ext and Measles CPE.
Compound | HCT116 PTEN-null | Yeast life ext | Measles CPE
N#Cc1ccccc1Cn1cc(C(=O)c2cccs2)c2ccccc21 | 78 | -21 | 5
N#Cc1c(/N=C/c2c(O)n(Cc3ccco3)c(=O)[nH]c2=O)sc2c1CCCC2 | 87 | -24 | 19
Cc1cccc(N2C(=O)NC(=O)/C(=C\c3cnn(-c4ccccc4)c3)C2=O)c1 | 86 | 4 | 2
COc1cccc(NP(=O)(Oc2ccc(Cl)cc2)Oc2ccc(Cl)cc2)c1 | 39 | 4 | 8
Cc1ccc(-c2nc3ccccc3c(=O)n2-c2nccs2)cc1 | 88 | -5 | 12
